STEP inh – blocks human striatal-enriched tyrosine phosphatase; recombinant STEP, OMFP fluorogenic substrate, fluorescence; inhibition, % at 20 µM; P54829; actives 0.25% (n = 360,000);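 active means inhibition at 20 µM, scaled per plate between control wells, above about 37%, limit read from the data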;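 further: 0% = DMSO with enzyme and substrate and 100% = substrate only without enzyme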
Target sequence (P54829 whole entry, looked up): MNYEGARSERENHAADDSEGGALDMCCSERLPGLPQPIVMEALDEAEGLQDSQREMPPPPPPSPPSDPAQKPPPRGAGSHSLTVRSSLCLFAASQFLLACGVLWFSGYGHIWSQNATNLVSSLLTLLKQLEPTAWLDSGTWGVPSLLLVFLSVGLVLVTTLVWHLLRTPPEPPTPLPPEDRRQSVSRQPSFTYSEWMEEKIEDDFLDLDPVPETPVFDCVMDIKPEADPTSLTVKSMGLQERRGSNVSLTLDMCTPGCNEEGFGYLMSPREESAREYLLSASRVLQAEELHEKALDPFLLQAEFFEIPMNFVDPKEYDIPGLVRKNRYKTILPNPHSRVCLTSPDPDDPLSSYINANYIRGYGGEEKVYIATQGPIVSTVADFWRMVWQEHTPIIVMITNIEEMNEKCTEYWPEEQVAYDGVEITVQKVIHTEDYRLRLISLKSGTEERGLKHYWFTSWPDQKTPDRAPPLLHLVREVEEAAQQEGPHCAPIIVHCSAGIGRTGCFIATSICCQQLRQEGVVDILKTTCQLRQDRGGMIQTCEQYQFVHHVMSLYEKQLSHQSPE
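Assay system: isolated STEP enzyme / Timing: 20 min at room temperature, dark / Doses: 20 µM, 1% DMSO / Technique: fluorescence intensity, excitation 480 nm, emission 540 nm / Reagent: fluorogenic phosphatase substrate OMFP at 25 µM final / Measure: percent inhibition scaled to no-enzyme and uninhibited-enzyme controls, plate-pattern corrected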
LMPTP inh – blocks human LMPTP phosphatase; P24666; recombinant LMPTP-A, OMFP fluorogenic substrate, fluorescence intensity; inhibition, % at 20 µM; actives 0.22% (n = 360,000);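 active means compounds that cut the enzyme signal by at least half of the control window in the single-dose screen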;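 further: plate controls were DMSO wells with enzyme plus substrate for no effect and substrate without enzyme for full effect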
Target sequence (P24666 whole entry, looked up): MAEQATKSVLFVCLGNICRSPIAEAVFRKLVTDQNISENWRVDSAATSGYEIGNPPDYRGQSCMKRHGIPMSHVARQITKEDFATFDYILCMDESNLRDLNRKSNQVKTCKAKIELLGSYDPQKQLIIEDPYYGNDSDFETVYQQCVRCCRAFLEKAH
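Test system – LMPTP-A phosphatase enzyme · Quantity – 0.625 nM LMPTP-A final · Reagent – OMFP substrate, 400 µM final · Dosing – one test concentration per compound, 20 µM, with 3% DMSO overall · Timing – 50 min enzyme reaction at room temperature, protected from light · Detection – fluorescence intensity · Controls – substrate-only low control, DMSO enzyme-plus-substrate high control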
DNMT1 inh – DNMT1 (human) enzyme inhibition. inhibition (reported as % activation of signal), % at 10 µM. actives 0.83% (n = 360,000). P26358. DNMT1 molecular beacon, Hinp1I cleavage, fluorescence; in the data active means inhibition above about 50%
CSN deneddyl inh – blocks human CSN-mediated cullin deneddylation; Q92905; Purified CSN, SCF-Nedd8-OG deneddylation, fluorescence polarization; inhibition, % at 12.5 µM; actives 0.38% (n = 360,000); AID 651999;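 active means pattern-corrected inhibition above about 35%, with an unprinted fluorescence ratio check between 0.5 and 1.5, limit read from the data, passing the limit was not always enough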;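 further: 0% = enzyme with substrate and 100% = substrate without enzyme; some results filed as inactive read as strong as hits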
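Test system: Human Csn5 produced in HEK293T cells | Compound: 12.5 µM single point | Times: 90 min, room temperature | Signal: Fluorescence polarization readout | Read-out basis: % inhibition of substrate cleavage by Csn5 | Controls: no-enzyme wells high, enzyme-with-substrate wells low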
Scp-1 inhibitor – blocks human Scp-1 phosphatase activity. Q9GZU7. actives 0.88% (n = 340,000). Recombinant Scp1, phosphopeptide, malachite green phosphate absorbance. inhibition, % at 20 µM;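 active means inhibition above about 50% at 20 µM, limit read from the data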;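 further: plate controls were DMSO wells with enzyme for no effect and wells lacking enzyme for full effect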
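System: SCP-1 catalytic domain; Reagent: Phospho 17-mer peptide substrate; Doses: one concentration, 20 µM, with 1.0% DMSO; Incubation: 45 min room-temperature reaction, 5 min colour, 30 min stabiliser; Signal: Phosphate-binding colour reagent, absorbance read at 630 nm.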
NadD block – blocks S. aureus nicotinate mononucleotide adenylyltransferase. inhibition, % at 20 µM. actives 0.78% (n = 360,000). purified NadD enzyme, colorimetric absorbance read-out. AID 602399; in the data active means inhibition above about 26%; further: some compounds past the cut are filed as inactive
MLLE-PAM2 inh – inhibitors of microRNA-mediated deadenylation, human PABP1 MLLE binding. P11940. GST-MLLE / FITC-PAM2 fluorescence polarization. inhibition, % at 20 µM. actives 0.36% (n = 360,000). AID 588489; in the data active means inhibition above about 35%, passing the limit was not always enough;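 further: plate controls were DMSO wells with GST-MLLE for no effect and wells lacking GST-MLLE protein for full effect; some results filed as inactive read as strong as hits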
SUMO1 PPI mod – modulators of human SUMO1-mediated protein-protein interactions; P63165; SUMO1 binding to a labelled peptide, TR-FRET, 1 h; inhibition, % at 20 µM; actives 0.33% (n = 360,000); AID 602429; in the data active means inhibition above about 37%
Target sequence (P63165 whole entry, looked up): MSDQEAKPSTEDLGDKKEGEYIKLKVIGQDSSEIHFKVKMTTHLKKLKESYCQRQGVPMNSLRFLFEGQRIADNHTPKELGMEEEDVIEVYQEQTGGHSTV
Rpn11 block – blocks the human proteasome subunit Rpn11; O00487; human 26S proteasome, Ub4-pepOG fluorescence polarization; 20S core pre-blocked with epoxomicin; calls only at 20 µM; actives 0.59% (n = 360,000); AID 588493;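 active means inhibition at 20 µM, scaled to each plate's controls, above about 33%, limit read from the data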
Tb MetRS inh – Trypanosoma brucei MetRS inhibition. actives 0.4% (n = 360,000). inhibition, % at 11.9 µM. purified T. brucei MetRS, ATP depletion, Kinase-Glo luminescence;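 active means inhibition above a per-plate cutoff of the control wells' mean inhibition plus 3 SD, cut at about 5.5% in these data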;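 further: 0% = DMSO wells median and 100% = median of wells with control inhibitor compound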
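Test system – parasite MetRS enzyme · Reagent – substrates ATP, L-methionine and bulk Escherichia coli tRNA · Doses – 11.9 µM compound single dose, 0.9% DMSO · Times – 15 min enzyme-compound preincubation, 2 h reaction, 10 min detection, 25 °C · Signal – Kinase-Glo luminescence, ATP depletion format · Controls – DMSO-only wells as low control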
* marks the source's active call; other numbers are inactive results; i = inactive; / = not tested or not shown.

DNMT1 inh	Rpn11 block	Tb MetRS inh	CSN deneddyl inh	SUMO1 PPI mod	canonical_smiles	STEP inh	MLLE-PAM2 inh	LMPTP inh	NadD block	Scp-1 inhibitor
0	i	-3.1	2	-1	O=C(Nc1ccccc1)Nc1ccc(C(=O)N2CCCC2)cc1	1	1	0.0	-1	-1
-2	i	0.0	6	-24	CNC(=S)Nc1cccc([N+](=O)[O-])c1	-1	8	-0.2	-4	9
0	i	-0.1	-1	0	CN(CC(=O)Nc1ccccc1Cl)C(=O)CSc1nnc(-c2ccco2)o1	-2	7	0.3	0	-4
8	i	-0.1	6	-5	CCN(CC)CCCNC(=O)Cn1nc([N+](=O)[O-])c(Cl)c1C	0	3	-2.4	-2	-4
-14	/	-0.3	30	-10	CC(=O)NC1=NC(=O)/C(=C/c2cc(C)n(-c3ccc(NC(C)=O)cc3)c2C)S1	-3	-99	2.2	-2	6
-1	i	0.5	-8	-3	CCOC(=O)CN=C(NS(=O)(=O)c1ccc(Cl)cc1)c1ccccc1	0	6	-0.3	-3	-3
1	i	-0.4	0	1	CCCOc1cccc(C2C(C(=O)c3cccs3)=C(O)C(=O)N2CCN2CCOCC2)c1 (stereo not given)	2	9	-2.4	5	-10
6	i	0.6	1	2	Cc1ccc(C(C)NC(=O)c2cccs2)cc1 (stereo not given)	-1	-5	-0.3	-3	-6
-2	i	-0.8	-1	5	COc1ccc(OC)c(NC(=O)Cn2cccc2)c1	2	5	0.4	7	-3
0	i	0.0	-14	3	CCCCn1c(SCC(=O)NNC(=O)c2ccco2)nnc1-c1ccco1	-1	1	-2.0	-1	-3
6	i	-0.6	-3	1	CSCCC(NS(=O)(=O)c1ccc2c(c1)oc(=O)n2C)C(=O)NCc1ccc(C)cc1 (stereo not given)	3	-10	-2.0	-4	9
0	i	-0.3	0	-3	O=C(CSc1nccc(=O)[nH]1)Nc1cccc2ccccc12	-2	-11	-1.1	0	-7
2	i	0.2	-2	-1	Oc1cncc(Cc2ccccc2)c1	1	6	0.8	3	-7
31	i	0.8	1	-3	O=C(Nc1cccc(S(=O)(=O)NC2=NCCCCC2)c1)C1COc2ccccc2O1 (stereo not given)	7	-1	22	1	50*
-1	i	-0.7	-4	2	COC(=O)Nc1nc2c(s1)CCCC2	4	7	-0.9	-4	-6
-1	i	0.9	0	-22	O=C(/C=C/c1ccc(S(=O)(=O)N2CCOCC2)cc1)N1CCN(c2ccc(F)cc2)CC1	2	-2	-0.2	0	1
4	i	-0.1	-4	0	CCCCn1c(C)nc2cc(S(=O)(=O)N3CCOCC3)ccc21	0	2	-1.1	2	-5
-4	i	-0.3	0	-5	COc1cc(C(C(=O)NC2CCCCC2)N(Cc2cccs2)C(=O)Cc2c[nH]c3ccccc23)cc(OC)c1OC (stereo not given)	1	-21	0.8	7	-7
3	i	-0.5	-3	-2	O=c1c2[nH]c3ccccc3c2nc2n1CCCS2	1	-3	0.9	-6	-1
2	i	-0.2	2	1	CCCCn1c(SCC(=O)NCc2cccs2)nc2c1c(=O)n(C)c(=O)n2C	0	9	-0.5	-4	-11
3	i	-0.1	6	-8	COc1ccc2oc(=O)c(/C(N)=N/NC(=O)c3ccncc3)cc2c1	1	16	1.6	5	-4
0	i	-1.7	-1	1	C/C(=N\NC(=O)c1csc2ccccc12)c1ccc(O)cc1	2	-2	-1.3	-2	-9
1	i	-0.2	2	2	O=S(=O)(NNC(=S)NCC1CCCO1)c1cc(Cl)ccc1Cl (stereo not given)	0	-44	0.6	-7	-5
-1	i	-1.2	6	1	CC(=O)N/C(=C/c1ccc2c(c1)OCO2)C(=O)N1CCOCC1	4	-11	0.0	4	-8
0	i	-1.3	-2	1	O=C(O)c1cc(S(=O)(=O)N2CCCCCC2)ccc1Cl	1	12	-1.3	-3	-1
16	i	0.0	-2	-8	Cc1ccc(C2=CC(c3cccs3)n3nnnc3N2)cc1 (stereo not given)	2	78	-1.3	10	-2
-5	i	-0.7	-18	0	CCOC(=O)C1=C(N)N(c2ccc(C)cc2)C2=C(C(=O)CCC2)C1c1cccs1 (stereo not given)	-1	10	1.4	-6	-8
6	i	0.2	1	0	Cc1ccc(C)c(NC(=O)CN(C)C(=O)COc2cccc3c2OC(C)(C)C3)c1	5	-2	-0.3	-1	-5
-3	i	0.1	-2	1	Cc1ccc(-c2csc(C(O)c3ccc(F)cc3)n2)cc1C (stereo not given)	-2	4	-0.6	-6	/
9	i	-0.6	-1	3	CC(=O)Nc1ccc(S(=O)(=O)N2c3ccccc3C(C)=CC2(C)C)cc1	-1	-5	-0.8	-7	-11

Of the compounds above, these have a furan ring, fused or not:
DNMT1 inh	Rpn11 block	Tb MetRS inh	CSN deneddyl inh	SUMO1 PPI mod	canonical_smiles	STEP inh	MLLE-PAM2 inh	LMPTP inh	NadD block	Scp-1 inhibitor
0	i	-0.1	-1	0	CN(CC(=O)Nc1ccccc1Cl)C(=O)CSc1nnc(-c2ccco2)o1	-2	7	0.3	0	-4
0	i	0.0	-14	3	CCCCn1c(SCC(=O)NNC(=O)c2ccco2)nnc1-c1ccco1	-1	1	-2.0	-1	-3

Sorted by SMILES length (smallest number first): 6 of the compounds above
DNMT1 inh	Rpn11 block	Tb MetRS inh	CSN deneddyl inh	SUMO1 PPI mod	canonical_smiles	STEP inh	MLLE-PAM2 inh	LMPTP inh	NadD block	Scp-1 inhibitor
3	i	-0.5	-3	-2	O=c1c2[nH]c3ccccc3c2nc2n1CCCS2	1	-3	0.9	-6	-1
0	i	-3.1	2	-1	O=C(Nc1ccccc1)Nc1ccc(C(=O)N2CCCC2)cc1	1	1	0.0	-1	-1
0	i	0.0	-14	3	CCCCn1c(SCC(=O)NNC(=O)c2ccco2)nnc1-c1ccco1	-1	1	-2.0	-1	-3
3	i	-0.1	6	-8	COc1ccc2oc(=O)c(/C(N)=N/NC(=O)c3ccncc3)cc2c1	1	16	1.6	5	-4
9	i	-0.6	-1	3	CC(=O)Nc1ccc(S(=O)(=O)N2c3ccccc3C(C)=CC2(C)C)cc1	-1	-5	-0.8	-7	-11
-5	i	-0.7	-18	0	CCOC(=O)C1=C(N)N(c2ccc(C)cc2)C2=C(C(=O)CCC2)C1c1cccs1 (stereo not given)	-1	10	1.4	-6	-8

Next part.
DNMT1 inh	Rpn11 block	Tb MetRS inh	CSN deneddyl inh	SUMO1 PPI mod	canonical_smiles	STEP inh	MLLE-PAM2 inh	LMPTP inh	NadD block	Scp-1 inhibitor
-2	i	0.2	-3	-38	CCN(CC(=O)Nc1c(F)cccc1F)C(=O)CSCC(=O)Nc1cccc(C)c1	-2	-9	-9.3	2	-11
26	i	-0.4	1	0	CCCCN(C(=O)c1cccc(S(=O)(=O)N2CCOCC2)c1)c1c(N)n(CCC)c(=O)[nH]c1=O	-4	-4	-2.4	-8	1
5	i	-0.2	1	-4	CCO[C@H]1OC(C(N)=O)=C[C@@H](C2CCCCC2)[C@@H]1CCCO	0	-4	-0.6	-5	0
-17	i	1.7	3	4	COc1ccc2[nH]c(C(=O)N3CCC(CO)(Cc4cccc(C(F)(F)F)c4)CC3)c(C)c2c1	0	-16	2.6	-8	-9
-4	i	0.8	7	-3	CCOC(=O)c1ccc(Oc2nc(SC)nc(N(C)C)n2)cc1	0	2	-0.7	0	9
-3	i	-0.3	0	3	O=S(=O)(c1ccccc1)N(c1ccccc1)S(=O)(=O)c1ccccc1	-1	6	2.9	-5	-13
-2	i	-0.3	0	-5	CCOC(=O)N1CCC2(CC1)C(C#N)=C(N)OC1=C2C(=O)CCC1	-2	-6	1.2	-4	-4
0	i	-0.5	3	3	COc1ccccc1C(=O)N1c2ccccc2Sc2ccccc21	2	-7	2.2	-7	-5
4	i	0.0	0	-2	COc1cc(C(=S)N2CCCCC2)ccc1OCC(=O)N1CCCC1	1	-8	-2.0	-2	-4
2	i	0.1	-5	0	COc1ccc(S(=O)(=O)NCC2CCCN(C(=O)CCSC)C2)cc1 (stereo not given)	2	10	-0.3	0	-7
3	i	-0.7	-7	-2	Cc1ccc(OCCCC(=O)Nc2cc(Cl)ccc2-n2cncn2)cc1	0	-28	-0.5	-2	-1
2	i	-1.6	0	4	COc1ccc(-c2c(-c3ccc(OC)cc3O)nc(C)nc2C(F)(F)F)cc1	-1	-2	1.2	-4	-1
-9	i	-0.3	3	-3	COc1ccc(NC(=O)c2cc(-c3ccccc3)nc3c2c(C)nn3-c2ccccc2)c(OC)c1	-3	-10	1.5	11	-11
5	i	-0.8	3	2	COC(=O)c1ccc(Oc2c(C)oc3c(CN4CCN(C)CC4)c(O)ccc3c2=O)cc1	-1	-7	-0.7	-2	-6

Structures above that bear a hit mark in Scp-1 inhibitor.
DNMT1 inh	Rpn11 block	Tb MetRS inh	CSN deneddyl inh	SUMO1 PPI mod	canonical_smiles	STEP inh	MLLE-PAM2 inh	LMPTP inh	NadD block	Scp-1 inhibitor
31	i	0.8	1	-3	O=C(Nc1cccc(S(=O)(=O)NC2=NCCCCC2)c1)C1COc2ccccc2O1 (stereo not given)	7	-1	22	1	50*

Bioassay records deposited in PubChem by several laboratories.
